High-throughput results (PubChem)
H9c2 TAG inh = inhibitors of triacylglycerol accumulation. 230,000 compounds, 0.66% hits. H9c2 cells, Nile Red lipid (TAG) fluorescence; cells loaded with 200 µM oleic acid. inhibition, % at 12.5 µM;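 active = pattern-corrected inhibition of lipid staining of at least 50% with the nuclear-stain viability signal not falling by more than 50%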;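 also: 0% = DMSO wells and 100% = triacsin C control wells; some results filed as inactive read as strong as hits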
H9c2 TAG inh DAPI viability = second read-out of H9c2 TAG inh, no call of its own (marks repeat the call); DAPI nuclei signal change (viability), lower = more cytotoxic, %;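 whole-well DAPI fluorescence read on a plate reader as a viability signal; minus 50 percent equals half of cells still viable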
Starred values were filed as active, the others as inactive.

A first look:
SMILES	H9c2 TAG inh	H9c2 TAG inh DAPI viability
CC(=O)C1=C(O)C(=O)N(CCO)C1c1ccccc1 (stereo not given)	14	-4
O=S(=O)(c1ccccc1)N1CCn2c(nc3ccccc32)C1	0	-3
CC1CC(C)CN(S(=O)(=O)c2ccc(NC(=O)CN3CCCCCC3)cc2)C1 (stereo not given)	-13	0
O=c1[nH]c2ccc(Br)cc2c(=O)o1	9	3

The whole of this part, from the start:
SMILES	H9c2 TAG inh	H9c2 TAG inh DAPI viability
CC(=O)C1=C(O)C(=O)N(CCO)C1c1ccccc1 (stereo not given)	14	-4
O=S(=O)(c1ccccc1)N1CCn2c(nc3ccccc32)C1	0	-3
CC1CC(C)CN(S(=O)(=O)c2ccc(NC(=O)CN3CCCCCC3)cc2)C1 (stereo not given)	-13	0
O=c1[nH]c2ccc(Br)cc2c(=O)o1	9	3
COCCN(C(=O)c1ccc(-c2ccc(Cl)cc2)o1)c1c(N)n(CC(C)C)c(=O)[nH]c1=O	5	3
CCn1nccc1C(=O)Nc1nc2ccccc2n1CCN1CCCCC1	15	-13
CCCCCCNC(=O)O[C@]12C[C@@H](C(=O)OC)[C@@H](C(=O)OC)C[C@@]1(O)CN(S(=O)(=O)c1ccc(C)cc1)C2	-62	-1
Cn1cc(CN2CCc3c([nH]c4ccccc34)C2C2CCCCC2)cn1 (stereo not given)	-5	9
Cc1noc(NS(=O)(=O)c2ccc(NS(=O)(=O)c3ccc(C(C)(C)C)cc3)cc2)c1C	-11	12
COCCN(C(=O)COC(=O)c1cccnc1SC)c1c(N)n(Cc2ccccc2)c(=O)[nH]c1=O	28	-12
CC1CCN(c2ccccc2NC(=O)c2cc3ccccc3o2)CC1	-11	0
CC1N=C2c3ccccc3N=C(SCc3cc(=O)n4cc(Cl)ccc4n3)N2C1=O (stereo not given)	-11	5
O=C(NCc1ccc(Cl)cc1)[C@@H]1CCCN1S(=O)(=O)c1ccc(Cl)cc1	-18	-6
COCCNC(=O)C1CC2Cn3c(nc4cc(C)c(C)cc43)C2N1C (stereo not given)	1	-5
Cn1c(=O)cc(SCC(=O)N2CCCC2)c2ccccc21	12	-2
O=C(O)c1ccccc1NS(=O)(=O)c1cccc2nsnc12	4	4
Cc1ccc(S(=O)(=O)N(C(=O)c2ccncc2)c2ccc(OC(=O)c3ccncc3)c3ccccc23)c(C)c1	25	-6
COc1ccccc1NC(=O)C(C)OC(=O)c1cc2ccccc2[nH]1 (stereo not given)	-17	-2
CCn1c(SCC(=O)Nc2oc(-c3ccccc3)c(-c3ccccc3)c2C#N)nnc1-c1ccncc1	2	-3
CN(C(=O)C1CCC1C(=O)O)c1nc(-c2ccc(Cl)s2)cs1 (stereo not given)	1	-1
COc1cc(/C=N/NC(=O)c2ccc(N3CCCC3=O)cc2)ccc1O	16	-9
Cc1nnc(SCC(=O)N(C)c2ccccc2)n1Cc1ccccc1	-3	-12
Cc1noc(C)c1CSCC(=O)Nc1cc(C(F)(F)F)ccc1N1CCCCC1	-15	-12
O=C(CSc1nc2ccccc2n1Cc1ccc(Cl)cc1)N/N=C/c1ccc(C(=O)O)cc1	-7	12
COc1ccc(C2/C=C\CC(OCc3ccccc3)CC(=O)N2Cc2cccc(F)c2)cc1 (stereo not given)	-2	-2

Continuation:
SMILES	H9c2 TAG inh	H9c2 TAG inh DAPI viability
O=C(CSc1nnc(C2CC2)n1-c1ccccc1)NCCN1C(=O)CSC1=O	3	3
O=C(Nc1nc2ccc(S(=O)(=O)N3CCCC3)cc2s1)c1cccs1	4	-1
CC(C)C[C@@H](CN1CCCC1CN1C(=S)NC[C@@H]1Cc1ccc(O)cc1)N1C[C@H](Cc2ccc(O)cc2)N(CC2CCCCCC2)C1=S (stereo not given in full)	136	-98
Cn1ncc([N+](=O)[O-])c1C(=O)N/N=C/c1c[nH]c2ccccc12	18	2
Cc1ccc(S(=O)(=O)N2CCN(C(=O)c3ccccc3)CC2)c(C)c1NS(C)(=O)=O	5	-4
C=CCS(=O)(=O)N1CCC(CCOc2ccccc2)(C(=O)OCC)CC1	-3	7
Cc1cc(C)n2nc(CNS(=O)(=O)c3ccc(C)c(C)c3)nc2n1	-2	8
CN1CCN(CCCNC(=O)c2ccc(/C=C3\Sc4ccccc4N(Cc4ccccc4F)C3=O)cc2)CC1	7	13
O=c1c2c3c(sc2ncn1-n1cccc1)CCCCC3	5	-23
O=C(N/N=C/C1CC=CCC1)c1ccccc1O (stereo not given)	8	-3
O=C1C=C(O)C(n2cncn2)C(c2cc(F)ccc2F)C1 (stereo not given)	-3	10
CC(C)C(NC(=S)NCc1ccccc1)C(=O)O (stereo not given)	-5	2
CCn1c(=O)c(C(=O)CN(C)CC(=O)Nc2ccccc2Br)c(N)n(Cc2ccccc2)c1=O	12	1
CCN1C(=O)[C@@H]2[C@@H](c3ccc(SC4CCCCC4)c(OC)c3)N3CCCC[C@@]3(C(=O)OC)[C@@H]2C1=O	-4	-2
O=C(O)c1cccc(N/C(=N\S(=O)(=O)c2ccccc2)c2ccccc2)c1	5	-3
O=C(Nn1cnnc1)c1cc(-c2ccccn2)nc2ccccc12	-8	-1
CCn1cc(/C=C(\NC(=O)c2ccccc2)C(=O)NCCN2CCOCC2)c2ccccc21	12	-5
CN(Cc1ccco1)C(=O)CN1C(=O)NC2(CCCCC2)C1=O	-12	-1
O=C(N/N=C/c1cccs1)c1n[nH]c2c1CCCC2	2	-7
Cc1cccc(-n2c(Cc3ccccc3)nnc2SCC(=O)N2CCOCC2)c1	-3	-1
N#C/C(=C/c1ccc(N2CCCCCC2)o1)c1ccc(F)cc1	-15	-14
Cc1nn(-c2cccc3cccnc23)c(=O)c2ccccc12	-10	-12
Cn1c(SCC(=O)NC(=O)Nc2ccccc2)nnc1-c1ccncc1	11	-3
CC(C)CN(C(=O)C1CCCO1)C1CCS(=O)(=O)C1 (stereo not given)	13	-13
Cc1cc(C(=O)NCc2ccccc2Cl)n(-c2ccccc2)n1	-9	3

Among those listed so far, 4 contain an aryl methoxy group.
SMILES	H9c2 TAG inh	H9c2 TAG inh DAPI viability
COc1ccccc1NC(=O)C(C)OC(=O)c1cc2ccccc2[nH]1 (stereo not given)	-17	-2
COc1cc(/C=N/NC(=O)c2ccc(N3CCCC3=O)cc2)ccc1O	16	-9
COc1ccc(C2/C=C\CC(OCc3ccccc3)CC(=O)N2Cc2cccc(F)c2)cc1 (stereo not given)	-2	-2
CCN1C(=O)[C@@H]2[C@@H](c3ccc(SC4CCCCC4)c(OC)c3)N3CCCC[C@@]3(C(=O)OC)[C@@H]2C1=O	-4	-2

Record cards, from the list above:
Cn1ncc([N+](=O)[O-])c1C(=O)N/N=C/c1c[nH]c2ccccc12 across the screens: H9c2 TAG inh: 18; H9c2 TAG inh DAPI viability: 2
CCn1cc(/C=C(\NC(=O)c2ccccc2)C(=O)NCCN2CCOCC2)c2ccccc21 across the screens: H9c2 TAG inh: 12; H9c2 TAG inh DAPI viability: -5

The list continues:
SMILES	H9c2 TAG inh	H9c2 TAG inh DAPI viability
COc1cccc(OCCSc2nc(C)c(Cc3ccccc3)c(=O)[nH]2)c1	-8	15
COCCN1C=C(C(=O)OC)C(c2ccccc2Cl)C(C(=O)OC)=C1	-12	45
Cc1cc(O)c(-c2ccno2)cc1Cl	-10	7
O=C(COC(=O)c1cc([N+](=O)[O-])ccc1N1CCOCC1)c1ccccc1Cl	-15	-4
CN(C)/C=C/C1=C([N+](=O)[O-])C(c2cccc([N+](=O)[O-])c2)NC(=O)N1 (stereo not given)	-5	0
O=C(NCc1cccc(Cl)c1)C1CCC(=O)N(CCCN2CCCC2=O)C1 (stereo not given)	7	4
CC(C)CN(CC(C)C)c1nnc(NC(=O)Cn2c(=O)oc3ccccc32)s1	1	-14
Cc1cc(C)c2ccc(=O)n(CC(=O)N/N=C/c3ccccc3Cl)c2n1	-20	1
Cc1c(N=C2NN=C(c3ccc(Cl)cc3)CS2)c(=O)n(-c2ccccc2)n1C	-14	6
C[C@@H]1CN([C@H](C)CO)C(=O)CCCn2nncc2CO[C@H]1CN(C)C	3	1
O=c1[nH]c2cc(Cl)c(Cl)cc2o1	3	-1
O=C(NCc1cccnc1)C1COc2ccccc2O1 (stereo not given)	-27	-13
O=[N+]([O-])c1ccc(/C=N/NC(=S)Nc2ccc(Cl)cc2Cl)s1	46	-8
Cc1ccc(S(=O)(=O)NC(=O)C2(C)CCN2C(=O)C2(c3ccc(Cl)cc3)CCC2)nc1 (stereo not given)	-7	4
Cc1ccc(S(=O)(=O)NCc2ccco2)c(C)c1C	-17	-5
Cc1cc(C)c(N=Cc2c(O)n(-c3nccs3)c(=O)c3ccccc23)c(C)c1	-1	13
COc1cc(CN2CCC(CO)(CCOc3ccccc3)CC2)cc(OC)c1	4	8
Nc1nc(F)cc(NCc2ccccc2)n1	15	-6
CC(/C=N/NC(=O)c1cccc(F)c1)=C\c1ccccc1	-23	-5
O=C(Cc1ccc([N+](=O)[O-])cc1)NCCS(=O)(=O)N1CCN(c2ccccc2)CC1	39	-45
CC1CCCCN1C(=O)CN1C(=O)NC2(CCCCC2C)C1=O (stereo not given)	5	-1
CC(=O)Nc1ccc(S(=O)(=O)NCCSc2ccccn2)cc1	-4	6
O=C(Nc1ccccn1)C1CCN(S(=O)(=O)c2ccc3ccccc3c2)CC1	-14	3
COC(=O)c1ccc(/C=C/C(=O)c2ccc(OC)c(OC)c2)cc1	3	7
Cc1ccc(NC(=O)c2ncn(CC(=O)NCc3ccccc3)n2)cc1C	-7	-16

(more compounds)
SMILES	H9c2 TAG inh	H9c2 TAG inh DAPI viability
O=C(Oc1ccc2c(c1)OCO2)c1ccc(F)cc1Cl	-3	18
CCc1nnc(NC(=O)C2CCC(CNc3c(N4CCC(C)CC4)c(=O)c3=O)CC2)s1 (stereo not given)	7	7
CC(C)C(C)(C#N)NC(=O)CSc1nc2scc(-c3ccco3)c2c(=O)n1-c1ccccc1 (stereo not given)	70*	-4.4*
Cc1c(C(=O)NC2CC(C)(C)NC(C)(C)C2)oc2c(Cl)cccc12	17	-2
CCCCOc1ccccc1NC(=O)c1ccco1	-13	3
Cc1nc(C(=O)O)nn1-c1ccc([N+](=O)[O-])cc1	6	15
CCOC(=O)CCSc1cc(C)c2ccccc2n1	-9	-1
CC(C)(C)c1cc(CCC(=O)N2CCCC2)cc(C(C)(C)C)c1O	22	-10
N#C/C(=C\c1c(N2CCC(C(N)=O)CC2)nc2ccccn2c1=O)S(=O)(=O)c1ccc(Cl)cc1	-6	1
CC(=O)Nc1ccc(S(=O)(=O)N2CCC3(CC2)OCCO3)cc1	-10	0
CCN(CC(=O)Nc1ccc(NC(C)=O)cc1)C(=O)c1c(-c2c(F)cccc2Cl)noc1C	17	-1
Cc1nc2ccccn2c1C(=O)N/N=C/c1ccc([N+](=O)[O-])o1	11	-13
CC(C)NS(=O)(=O)c1ccc(OCC(=O)NCc2ccccc2)cc1	-13	11
Cc1ccccc1CC1(CO)CCCN(Cc2c(C)nn(C)c2Cl)C1 (stereo not given)	-5	2
CCCn1cnc2sc(C(N)=O)c(C)c2c1=O	8	-6
COc1ccc(C(=O)NNC(=O)c2snnc2C)cc1	-4	5
COc1ccc(N2CCN(C(=O)COC(=O)c3oc4ccccc4c3C)CC2)cc1	-12	-1
N#Cc1cccc(NC(=O)c2cc(C3CCCCN3C(=O)c3cccs3)on2)c1 (stereo not given)	13	6
Cc1onc(-c2ccc(Cl)cc2Cl)c1-c1csc(N/N=C/c2ccccc2Cl)n1	57*	4.2*
O=C(CCl)Nc1cccc(Oc2ccccc2)c1	31	-20
c1ccc2c(c1)N1CCCN=C1N2CCN1CCCCC1	3	-17
NC(=O)c1ccc(NC(=O)CSC2=Nc3ccccc3C3CC=NN23)cc1 (stereo not given)	-4	-10
CNC(=O)c1cc2cc(Cc3ccccc3Cl)ccc2oc1=O	-11	6
COC(=O)c1c(-c2ccc(SC)cc2)sc2ccccc12	-11	24
Cc1scc(C(=O)N/N=C/c2ccc(OC(C)C)cc2)c1C	-24	-7

Next section
SMILES	H9c2 TAG inh	H9c2 TAG inh DAPI viability
O=C(CCS(=O)(=O)c1cccc2nsnc12)NC1CCCCCC1	-8	-9
CCCNC(=O)NCCc1ccncc1	-4	-3
C=CCNC(=O)CSc1nnc(-c2ccccn2)n1Cc1ccccc1	6	-2
Cc1cc(-c2nnc(-c3cccc(Cl)c3)o2)no1	-15	1
CSc1ccccc1OCc1cc(C(=O)N2CCC(c3ccncc3)CC2)no1	-20	-8
CCC/C=C/c1ccc(CN2C(C(C)C)C(=O)N(Cc3cn(CCOCOC)nn3)CCS2(=O)=O)cc1 (stereo not given)	-3	-3
O=C(CSc1nccn1-c1ccccc1)NO	-2	5
COc1cc(NC(=O)c2ccno2)cc(C(=O)Nc2cccc(C(F)(F)F)c2)c1	-2	0
COc1cc2sc3cc(NCC[C@@H]4CCCN4C)ccc3c(=O)c2cc1OC	45	84
CCCCCCCCn1cc(C(C)=O)c(=O)[nH]c1=O	-9	8
CCC1(CC)NC(=O)N(CC(=O)OC(C)C(=O)Nc2cc([N+](=O)[O-])ccc2OC)C1=O (stereo not given)	-27	-3
COc1ccc(Nc2ncnc3ccc([N+](=O)[O-])cc23)c(OC)c1	8	-3
COc1ccc(C(=O)COC(=O)c2cc(C)no2)c(OC)c1	4	-1
Cc1nc2ccc(C(=O)Nc3cccc(NS(C)(=O)=O)c3)cn2c1N(C)C(=O)CCc1ccccc1	-8	6
Cc1cc2c(cc1C)N(C(=O)CCl)CC(=O)N2	6	0
CCOC(=O)c1c(C)[nH]c(C(=O)OCC(=O)N2CC(C)OC(C)C2)c1C (stereo not given)	-3	-6
Cc1ccc(-c2nc3ccccc3o2)cc1NC(=S)NC(=O)/C=C/c1ccco1	-30	2
Cc1cc(C)nc(N2CCN(C(=O)CCC(=O)Nc3nnc(CC(C)C)s3)CC2)n1	0	2
O=C(CCSc1ccccc1)Nc1ccccc1Br	1	-10
COc1cc(CCC(=O)N2CCN(S(=O)(=O)c3ccc(C)cc3)CC2)cc(OC)c1OC	5	0
CCCCOc1ccc(C(=O)NCC(=O)NC2CCCCC2)cc1	-6	-7

2 records drawn at random from the list so far:
SMILES	H9c2 TAG inh	H9c2 TAG inh DAPI viability
COc1ccc(Nc2ncnc3ccc([N+](=O)[O-])cc23)c(OC)c1	8	-3
CCCn1cnc2sc(C(N)=O)c(C)c2c1=O	8	-6

This is a subset; the hit share may differ from the screen's.
